# Compound activity as filed in PubChem BioAssay.
# MOR-DOR inv ag: mu-delta opioid heterodimer inverse agonism | cell-based MOR-DOR heterodimer luminescence | inhibition, % at 9.3 µM | actives 0.21% (n = 340,000) | P35372+P41143; in the data active = inhibition above about 22%, passing the limit was not always enough;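 note: 0% = cells with DMSO and 100% = wells without cells with DMSO; values of inactives mirror those of a sister screen read the other way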
# E coli growth: reduces bacterial viability in AddAB counter-screen. E. coli V3065 growth, OD600 absorbance, 18 h. inhibition, % at 11.9 µM. actives 0.27% (n = 330,000). AID 449728;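 active = inhibition above the campaign's mean inhibition across all tested compounds plus 3 SD, cut at about 9.9% in these data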;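 note: uninfected addAB+ strain grown without phage in ampicillin broth; 0% = DMSO wells and 100% = ciprofloxacin 0.95 µg/ml wells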
# Arrestin-AP2 inh: blocks beta-arrestin peptide binding to AP2 adaptin; FITC-arrestin peptide / GST-AP2 beads, flow cytometry; AP2 beta2 appendage carries R879A mutation; inhibition, % at 10 µM; actives 0.31% (n = 340,000);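 active = inhibition above a set limit, near 3 SD of compounds lacking own fluorescence, cut at about 54% in these data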;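 note: plate controls were DMSO wells for no effect and 5 µM unlabelled arrestin peptide for full effect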
#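 Measured by: flow cytometry, FL1 (488/535 nm); Material: AP2 appendage R879A on GSH beads; Evaluation: percent response; Timing: pre-incubation 12 min, peptide binding 1 h, room temperature; Also added: 50 nM FITC-arrestin peptide; Medium: PBS with 0.05% Tween 20 and 0.1% BSA.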
# PKA-R1A act: PKA-R1A complex activation. activation, % at 11.4 µM. AID 504707. actives 0.083% (n = 340,000). PKA-R1A dissociation, Cy5-IP20 fluorescence polarization; scaled: DMSO 0%, 113 µM cGMP 100%. P00514+P68181;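 active = percent activation above the mean of all tested compounds plus 3 SD, cut at about 19% in these data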;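 note: higher means more PKAc released from R1A so a rise in polarization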
# PfHsp90 yeast 2: inhibits growth of yeast expressing Plasmodium falciparum Hsp90. AID 504621. inhibition, % at 9.4 µM. S. cerevisiae expressing PfHsp90, BacTiter-Glo ATP, 48 h; yeast lacking PDR1 and PDR3 efflux regulators. actives 0.32% (n = 310,000);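 active = every replicate shows inhibition above about 80%, whatever the replicate mean, limit read from the data; inconclusive = mean inhibition reaches the set limit but some replicate falls short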;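 note: 0% = DMSO neutral controls and 100% = 20 µM radicicol positive controls; yeast relying on Plasmodium falciparum Hsp90 in place of its own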
# phage Ecoli inh: E. coli growth loss with phage present. growth absorbance. inhibition, % at 11.9 µM. actives 0.26% (n = 360,000); in the data active = inhibition above about 11%
# SUMO Mot1 rescue: SUMOylation pathway inhibition by Mot1-301 growth rescue | S. cerevisiae Mot1-301 growth rescue, ATP luminescence, 38.5C; percent above DMSO median, 100 means doubled | growth rescue, % at 18.8 µM | actives 1% (n = 320,000) | AID 2716;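 active = every valid replicate shows activation above 250% relative to neutral control wells; inactive = the rest, any valid replicate at or below 250%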;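 note: OY570 slx delta 5 strain wells were the positive control but not used for scaling; some compounds called inactive have numbers as strong as hits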
# OPRM1-OPRD1 ag: agonists of human mu-delta opioid receptor heterodimerization | P35372+P41143 | cells, OPRM1-OPRD1 heterodimerization, luminescence | activation, % at 9.3 µM | actives 0.3% (n = 340,000) | AID 504326; in the data active = activation above about 18%;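 note: 0% = vehicle-treated cells and 100% = reference agonist; values of inactives mirror those of a sister screen read the other way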
# AddAB inh: less growth of phage-infected E. coli with AddAB; E. coli expressing H. pylori AddAB, absorbance growth; inhibition, % at 11.9 µM; actives 0.29% (n = 330,000); in the data active = inhibition above about 12%;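 note: 0% = vehicle wells of infected cells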
# Pemphigus Ab inh: inhibitors of pemphigus antibody binding to human desmoglein-3. DSG3-coupled beads, scFv-anti-DSG3-GFP binding, flow cytometry; hits give low values. binding (percent of control), % at 10 µM. P32926. actives 0.48% (n = 310,000);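 active = binding more than 3 SD below its plate's average and above zero; inconclusive = below that plate limit but binding exactly zero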;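 note: hits lower antibody fragment binding to DSG3; some compounds called inactive have numbers as strong as hits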
# Target sequence (P32926 whole entry, looked up, the tested form may be a part): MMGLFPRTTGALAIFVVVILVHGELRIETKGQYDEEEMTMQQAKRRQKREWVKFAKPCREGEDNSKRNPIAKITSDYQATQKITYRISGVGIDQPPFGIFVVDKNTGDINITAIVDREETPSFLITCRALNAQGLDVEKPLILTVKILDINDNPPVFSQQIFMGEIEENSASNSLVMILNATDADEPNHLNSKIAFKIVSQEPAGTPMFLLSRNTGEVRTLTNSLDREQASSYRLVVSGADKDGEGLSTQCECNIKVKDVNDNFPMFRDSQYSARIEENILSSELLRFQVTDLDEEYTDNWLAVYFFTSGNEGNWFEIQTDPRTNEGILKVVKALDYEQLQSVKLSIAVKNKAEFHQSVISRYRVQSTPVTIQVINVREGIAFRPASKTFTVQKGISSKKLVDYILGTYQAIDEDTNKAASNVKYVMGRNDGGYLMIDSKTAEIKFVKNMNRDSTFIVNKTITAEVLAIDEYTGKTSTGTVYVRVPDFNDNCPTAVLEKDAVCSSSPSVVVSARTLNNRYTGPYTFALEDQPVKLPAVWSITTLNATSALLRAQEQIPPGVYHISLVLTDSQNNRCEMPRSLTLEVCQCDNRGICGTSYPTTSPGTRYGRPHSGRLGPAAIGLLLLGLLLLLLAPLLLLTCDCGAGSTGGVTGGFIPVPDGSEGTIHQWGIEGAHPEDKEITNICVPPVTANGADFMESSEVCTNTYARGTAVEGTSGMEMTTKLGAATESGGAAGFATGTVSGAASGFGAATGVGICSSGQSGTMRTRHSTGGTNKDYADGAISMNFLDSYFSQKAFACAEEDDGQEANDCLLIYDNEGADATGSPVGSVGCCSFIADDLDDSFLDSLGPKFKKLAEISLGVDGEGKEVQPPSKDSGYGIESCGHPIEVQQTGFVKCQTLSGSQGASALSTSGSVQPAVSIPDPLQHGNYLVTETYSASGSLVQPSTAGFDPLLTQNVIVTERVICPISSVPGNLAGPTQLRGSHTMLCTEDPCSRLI
# Tat transport: blocks Tat-dependent protein export in E. coli. E. coli MC4100 TorA-mCherry Tat export, fluorescence. inhibition, % at 10 µM. actives 0.036% (n = 340,000). AID 488895;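 active = mean replicate inhibition at least 50% and at least half of replicates individually reaching 50%; inconclusive = only one of the two criteria met; inactive = neither criterion met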;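 note: exported cargo escapes ClpAP degradation while cytoplasmic cargo is degraded and loses fluorescence; 0% = median of neutral control wells and 100% = median of NaSCN control wells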
# The depositor's hits bear a star; ? = inconclusive; . = no result given.
mol	MOR-DOR inv ag	E coli growth	Arrestin-AP2 inh	PKA-R1A act	PfHsp90 yeast 2	phage Ecoli inh	SUMO Mot1 rescue	OPRM1-OPRD1 ag	AddAB inh	Pemphigus Ab inh	Tat transport
O=C(Nc1cc(C(F)(F)F)ccc1N1CCCC1)c1ccc2c(c1)OCO2	-16	-0.3	-1	-3	35	2.5	8	3.0	4.0	99	0
CCCCOC(=O)c1cc(=O)[nH]c2ccccc12	-12	-0.2	-5	-2	.	3.9	-14	2.2	0.8	102	7
COC(=O)c1ccccc1NC(=O)c1cccc(NC(=O)CSCc2ccccc2)c1C	-27	-2.5	2	-5	15	1.1	13	4.3	0.1	101	3
Cc1cc(N2C(=O)C=CC2=O)c([N+](=O)[O-])cc1C	12	2.0	6	3	117*	.	-55	-1.7	-0.3	78	1
CN(CC(=O)Nc1ccc(Cl)cc1)C(=O)CNC(=O)c1ccc(Br)o1	3	0.8	41	-10	.	2.1	.	-0.5	-0.9	101	-13
COC(=O)C(C)Sc1nc(N)c(NC(=O)c2ccco2)c(=O)[nH]1 (stereo unspecified)	2	0.1	3	-5	5	4.3	315	-0.3	-0.3	104	-17
O=C1c2ccccc2C(=O)N1CCC(O)C[N+](=O)[O-] (stereo unspecified)	14	3.0	1	6	22	5.2	4	-2.8	3.0	103	-8
CCOC(=O)C1(Cc2ccccc2)CCN(Cc2cc(=O)c3ccccc3[nH]2)CC1	-6	-0.5	15	-1	10	3.3	-6	1.2	-1.3	100	-6
Clc1ccc(-c2csc(N3CCc4ccccc4C3)n2)cc1	11	1.6	-5	-8	6	1.8	-10	-1.9	2.8	95	-7
COc1cc(C(=O)NCCOc2cc(C)cc(C)c2)c(Br)c(OC)c1OC	20	-0.8	-7	-16	9	0.5	-9	-4.9	1.3	.	2
CCOC(=O)C1CCCCN1S(=O)(=O)c1ccc2c(c1)CC(C)N2C(=O)C1CCC1 (stereo unspecified)	-7	-0.8	3	-11	20	3.8	-20	1.3	-0.9	101	10
COc1ccc(C(CNC(=O)c2oc3ccc(OC)cc3c2C)N2CCCC2)cc1 (stereo unspecified)	3	1.2	4	1	35	3.4	1	-0.5	0.5	115	-2
COc1ccc(C(=O)NC(=S)Nc2ccc(S(=O)(=O)Nc3cc(OC)ncn3)cc2)cc1	9	-1.7	-6	0	4	2.8	-7	-1.5	5.9	101	-4
Cc1ccc(C(F)(F)F)cc1NC(N)=S	12	-2.7	12	5	-9	0.7	-2	-2.4	-1.9	93	-7
CC(=O)N(C)N1c2ccccc2CCc2ccccc21	7	0.6	-18	3	-34	0.8	-14	-1.4	1.2	99	0
COc1ccc(-c2cnnc(N/N=C/c3ccc(O)c(O)c3)n2)cc1	-20	1.6	0	6	-15	2.7	111	4.1	8.2	.	-2
O=C(Cc1nc2ccccc2[nH]1)c1ccc(Cl)cc1	-16	0.8	0	0	-14	2.8	139	1.9	1.1	104	16
COc1ccc(OC)c(S(=O)(=O)Nc2ccccc2C(=O)N2CCCCC2)c1	0	.	37	3	.	3.2	.	0.0	.	102	-5
COc1ccc2c(c1)C(c1ccc([N+](=O)[O-])cc1)=NNC(c1ccco1)=N2	-10	0.9	5	-1	8	5.4	15	1.8	2.4	101	0
O=C(COC(=O)c1ccccc1NC(=O)c1ccccc1)c1ccc([N+](=O)[O-])cc1	-40	-0.9	2	-4	-5	1.1	-30	7.0	-0.2	108	-4
CCOc1cc(C(=O)N2CCOCC2)ccc1OCc1ccccc1	10	0.0	6	1	-3	-0.1	-13	-2.3	0.7	116	-12
c1ccc2cc(CN3CCOCC3)ccc2c1	7	-0.1	-8	8	-24	0.8	12	-1.5	0.8	121	0
CC(=O)Nc1ccc(S(=O)(=O)N(Cc2ccccc2)c2ccccc2F)cc1	7	0.6	16	-1	-10	3.7	124	-1.3	0.5	139	0
O=C(OCc1ccccc1)c1cccc(-c2nnn(Cc3ccccc3)n2)c1	-4	1.4	1	4	7	3.5	391*	0.7	1.4	120	0
O=C(c1cc2ccccn2n1)N1CCN(c2ccccn2)CC1	3	0.9	5	-13	14	6.3	-1	-0.6	2.4	99	0
Cc1ccc(-c2nc(N)sc2CC(=O)OCC(=O)NCCC(C)C)cc1	9	0.8	4	-9	-9	0.3	25	-1.7	-0.4	98	16
Cn1c(SCc2ccc(Br)cc2)nnc1-c1ccncc1	-11	3.2	32	-7	14	1.6	-13	1.8	1.3	83	-6
COc1ccc(C(=O)NCC(=O)N/N=C/C(C)=C/c2ccco2)cc1OC	-4	1.7	26	3	6	1.0	9	0.8	0.5	101	?
CNC(=O)c1cccn1-c1ccsc1C(=O)OC	9	-2.8	-3	1	-16	1.0	-8	-2.1	2.8	100	-7
COC(=O)C(Cc1c[nH]c2ccccc12)NC(=O)c1ccccc1Br (stereo unspecified)	5	-0.4	44	-5	9	0.8	-14	-1.1	0.2	113	-1
CCOC(=O)N1CCC2(CC1)C(C#N)=C(N)Oc1n[nH]c(C)c12	18	2.1	12	-7	2	2.2	14	-4.2	6.3	98	5
O=S(=O)(c1ccccc1)c1nnn2c1nc(NC1CCN(Cc3ccccc3)CC1)c1cc(Cl)ccc12	.	-3.3	30	-5	-11	0.0	-5	.	-1.2	100	-7
O=C1NCCc2c1[nH]c1ccccc21	1	2.3	3	3	17	4.0	-6	-0.1	0.8	97	1
CC1CCN(CCOCCOc2ccc(Br)cc2Cl)CC1	2	-0.3	29	-2	0	1.6	80	-0.4	5.9	117	-4
CCCCOc1ccccc1-c1cc(C(=O)O)[nH]n1	2	-5.4	-12	-4	5	1.3	8	-0.4	-1.4	102	6
CN1CCN(C(=S)Nc2cc(S(=O)(=O)N3CCOCC3)ccc2Cl)CC1	10	0.8	20	-14	.	1.5	257	-2.0	1.8	116	-5
O=C1CC2CC1C(C(=O)O)C2C(=O)O (stereo unspecified)	15	.	4	-8	18	1.6	.	-3.3	.	97	-13
Oc1ccc(-c2cccc(-c3ccc(O)cc3)n2)cc1	10	-0.5	23	-1	.	2.6	.	-1.9	2.5	77	-4
COc1cccc(CNS(=O)(=O)c2ccc(N3CCCC3=O)cc2)c1	-1	0.2	39	0	18	3.0	9	0.1	0.4	.	-5
Cc1ccc(NC(=O)CN(C)C(=O)C2COc3ccccc3O2)cc1 (stereo unspecified)	7	0.6	-18	-3	16	0.9	2	-1.4	2.7	105	1
CC(C)N(Cc1cc2ccccc2[nH]c1=O)C(=O)c1ccco1	4	-1.6	-22	-3	24	3.1	-3	-0.9	-2.0	101	-3
COc1ccc(OC)c(S(=O)(=O)Nc2cc(C(=O)O)ccc2N2CC3CC(C2)c2cccc(=O)n2C3)c1 (stereo unspecified)	6	3.0	6	-17	33	1.8	2	-1.1	2.7	100	-6
Cc1ccc(-n2nnnc2SCC(=O)Nc2ccc3c(c2)OCCO3)cc1C	-22	-2.8	6	-17	-3	1.6	.	3.9	0.8	110	?
O=C(c1ccco1)N1CCN(C(=O)c2cccs2)CC1	1	-0.4	8	-13	4	-1.1	5	-0.1	2.8	103	4
C=CCOc1cccc(C2/C(=C(\O)c3ccc4c(c3)OCCO4)C(=O)C(=O)N2CCN2CCOCC2)c1 (stereo unspecified)	11	1.0	4	-9	-5	1.1	-17	-2.1	1.9	97	-4
CC1CCCC(C)N1C(=O)C1CC(c2ccc(F)cc2)=NO1 (stereo unspecified)	4	-0.9	33	3	-10	1.6	-1	-0.7	0.4	98	4
O=C(Nc1ccncc1)Nc1ccncc1	-1	2.8	26	0	11	2.9	240	0.2	1.7	103	-4
c1coc(CN=C2NC(=NCc3ccco3)c3ccccc32)c1	12	-1.2	-11	-14	9	-0.2	6	-2.0	-0.1	102	1
Nc1nnc(COc2ccccc2)s1	15	-2.8	-1	-3	-4	4.4	.	-2.6	-0.2	135	-2
Cc1ccc(C(C)C)c(OCC(=O)Nc2ccc(Cl)cn2)c1	-19	2.5	-1	-7	-35	0.8	-12	3.1	-0.8	108	3
O=C1OCCN1c1c(-c2ccccc2)c(-c2cccs2)nc2c(-c3ccccc3)cccc12	-2	2.7	6	-3	-25	.	3	0.4	0.4	94	-13
COc1ccc2c(c1)Cc1sc(NC(=O)c3ccco3)nc1-2	-3	3.2	-3	-2	26	-0.7	-7	0.5	0.0	92	-3
CC(C)Cc1nnc(NC(=O)c2cc(S(=O)(=O)N(C)C)ccc2N2CCCC2)s1	-3	0.2	1	-5	-3	1.6	6	0.5	2.1	.	5
COc1ccccc1OCCNc1cc(N2CCCCC2)ccc1[N+](=O)[O-]	-2	-1.6	13	8	-93	2.1	7	0.3	-0.6	113	7
Cn1nnnc1SCc1nc2scc(-c3ccc(Cl)cc3)c2c(=O)[nH]1	4	-3.3	-6	1	-11	4.3	111	-0.7	0.9	85	-4
CNC(=S)N1N=C(c2cccs2)CC1c1ccc(F)cc1 (stereo unspecified)	10	-1.2	-14	-2	-28	1.5	-21	-2.3	0.5	101	-4
CC(=O)c1ccc(NS(=O)(=O)Cc2ccccc2)cc1	9	0.6	0	-5	-35	0.1	-11	-1.5	-0.3	100	2
COC(=O)c1ccc(NC(=O)CCC(=O)c2ccc(F)cc2)cc1	3	-3.4	-10	-4	1	3.9	1	-0.5	-4.0	91	-4
COCCNC(=O)c1cccc(NC(=O)C2=C(C)OCCS2)c1	15	1.4	-8	6	-25	4.2	262	-3.2	3.7	116	-3
O=C(Nc1ccccc1)c1cc(S(=O)(=O)N2CCCCC2)ccc1N1CCOCC1	15	-0.3	5	6	1	0.9	.	-2.8	1.4	97	1
Nc1ncnc(Nc2ccc(F)c(Cl)c2)n1	7	1.2	40	1	-4	3.4	-8	-1.4	5.2	105	-7
Cc1nc(CN(C)C(=O)c2ccccc2OC2CCN(S(C)(=O)=O)CC2)cs1	13	-0.3	10	-12	7	1.7	6	-2.7	1.6	105	-6

# Compounds as they come. About 2.8% of those tested had a hit in this group.
